High-throughput results from PubChem.
N370S GC mod: N370S glucocerebrosidase modulation, Gaucher chaperone candidate. P04062. N370S GC spleen homogenate, 4MU-glucoside fluorescence. Potency, µM (series often up to 59.4 µM), for the others: top-dose activity change, negative = inhibition, most hits filed as inhibitors. hit rate 0.092% among 330,000;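 note: 0% = full enzyme activity and -100% = no enzyme basal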
TDP1 inh: blocks human tyrosyl-DNA phosphodiesterase 1. recombinant TDP1, AlphaScreen DNA substrate cleavage. Q9NUW8. Potency, µM (highest dose often 130 µM), for the others: at the top dose activity change, negative = inhibition, most hits filed as inhibitors. hit rate 0.28% among 350,000; note: nearly all actives have a fitted effect of over 40% in size
Target sequence (Q9NUW8 whole entry, looked up): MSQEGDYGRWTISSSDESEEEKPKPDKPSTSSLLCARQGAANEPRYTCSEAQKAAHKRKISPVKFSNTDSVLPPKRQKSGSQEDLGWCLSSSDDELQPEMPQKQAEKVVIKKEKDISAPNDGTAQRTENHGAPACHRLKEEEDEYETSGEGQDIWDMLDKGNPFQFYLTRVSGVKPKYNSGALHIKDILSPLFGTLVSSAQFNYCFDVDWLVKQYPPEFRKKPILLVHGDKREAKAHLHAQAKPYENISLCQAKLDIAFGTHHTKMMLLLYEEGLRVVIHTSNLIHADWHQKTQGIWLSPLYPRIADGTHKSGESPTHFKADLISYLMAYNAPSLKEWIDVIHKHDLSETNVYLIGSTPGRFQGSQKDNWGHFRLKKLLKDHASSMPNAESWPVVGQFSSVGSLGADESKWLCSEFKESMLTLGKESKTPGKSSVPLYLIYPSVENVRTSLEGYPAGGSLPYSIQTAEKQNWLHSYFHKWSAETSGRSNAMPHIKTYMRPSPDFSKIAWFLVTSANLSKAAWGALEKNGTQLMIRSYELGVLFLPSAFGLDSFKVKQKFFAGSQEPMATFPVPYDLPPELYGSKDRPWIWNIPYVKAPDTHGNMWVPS
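Recombinant human Tdp1 (E. coli-expressed, 1 nM final) preincubated with compounds 15 min at room temperature, then 5'-biotin/3'-phosphotyrosine-FITC DNA substrate (15 nM final) added for 5 min. AlphaScreen beads (10 ug/ml final) added 10 min; cleavage lowers signal.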
FEN1 inhibitor: inhibitors of human flap endonuclease 1; P39748; Recombinant FEN1 flap cleavage, fluorescence, 15 min; Potency, µM (series often up to 114 µM), for inactives: at the highest dose activity change, negative = inhibition, actives largely listed as inhibitors; hit rate 0.35% among 390,000; note: nearly all actives have a fitted effect of over 65% in size
Target sequence (P39748 whole entry, looked up): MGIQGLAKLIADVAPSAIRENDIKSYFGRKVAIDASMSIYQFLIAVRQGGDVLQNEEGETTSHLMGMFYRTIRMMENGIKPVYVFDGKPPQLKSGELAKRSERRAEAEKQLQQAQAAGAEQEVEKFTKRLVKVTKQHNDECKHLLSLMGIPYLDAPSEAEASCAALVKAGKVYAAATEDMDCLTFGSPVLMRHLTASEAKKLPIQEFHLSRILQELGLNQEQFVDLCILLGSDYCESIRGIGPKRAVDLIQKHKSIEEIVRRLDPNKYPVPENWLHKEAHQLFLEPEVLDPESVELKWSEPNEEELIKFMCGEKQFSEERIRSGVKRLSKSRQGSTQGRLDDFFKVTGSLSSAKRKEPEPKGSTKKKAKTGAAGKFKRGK
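Quantitative HTS format: each compound was titrated, incubated with 10 nM nuclease for 15 min at room temperature, then challenged with flap substrate at 50 nM final. Signal change over 15 min gave concentration–effect curves.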
Starred values were filed as active, the others as inactive; ? = inconclusive; / = no result given; & = joins results of further samples; [ ] = dose if it differs, or a comment. Calls come from the whole dose curve; as a rule, active = well fitted curve in the direction sought with a large enough effect; inconclusive = small, poorly fitted or top-dose-only effect, or another doubt; inactive = no such curve, though single readings can be large; an effect the other way counts as inactive or inconclusive. Unless noted, % is set by controls: 0 for no effect and ±100 for the full control effect; potency is the fitted concentration of half-maximal effect.

no.	structure	N370S GC mod	TDP1 inh	FEN1 inhibitor
1	CCCS(=O)(=O)N1CCCC(C(=O)NCCCN2CCCC2=O)C1 (stereo not drawn)	-2%	6%	6%
2	COC(=O)Cc1ccc(NC(=S)NNC(=O)C2CC2)cc1	1%	/	8%
3	COc1ccc(-c2[nH]n(-c3ccc([N+](=O)[O-])cc3)c(=O)c2C=NCc2ccc(F)cc2)cc1	0%	8%	-7%
4	O=C(CSc1nc(C2CC2)nc2ccccc12)Nc1ccccc1	4%	5%	-13%
5	CC(=O)Nc1ccc(S(=O)(=O)Nc2ccc3c(c2)C(=O)OC3)cc1	9%	0%	/
6	NC(=O)NC(=O)CSc1nc2sc(-c3ccccc3)cc2c(=O)n1-c1ccccc1	3%	3%	-9%
7	COc1ccc(C(=O)NN/C(C)=C/C(=O)C(F)(F)C(F)(F)C(F)(F)F)cc1	-12%	3%	-3%
8	COc1ccc(S(=O)(=O)Nc2ccccn2)cc1C(=O)Nc1ccccc1	-1%	2%	-1%
9	CCOc1cc(/C=C2\C(=O)ON=C2C)ccc1OCc1ccccc1	-7%	3%	-2%
10	COCCN1C2=C(COC(C)(C)C2)C(=S)NC1c1ccccc1 (stereo not drawn)	-24%	-1%	9%
11	CCOC(=O)c1noc2nc(C)n(CC(=O)Nc3cccc(OC)c3)c(=O)c12	/	3%	-3%
12	CSc1ccc(S(=O)(=O)Nc2c(C)cccc2C)cc1	6%	-3%	-19%
13	CCOc1ccc2nc(N3C(=O)/C(=C/c4ccccc4)NC3=S)sc2c1	-8%	8%	?
14	O=C(Cn1c(=O)c2c3c(sc2n(Cc2ccccc2)c1=O)CCCC3)NCCO	-8%	/	-9%
15	Cc1ccc(-n2c(N)c(C(=O)NCc3cccnc3)sc2=S)cc1	5%	-6%	7%
16	CCN(CC)S(=O)(=O)c1ccc(Cl)c(C(=O)NCc2ccco2)c1	8%	2%	-8%
17	O=C1CSCC(=O)N1Cc1ccc(Cl)cc1Cl	2%	/	3%
18	COc1cc(OC)c(NS(=O)(=O)c2cc3c(cc2C)NC(=O)CO3)cc1Cl	/	-1%	-2%
19	O=C(NC1CCCC1)c1c[nH]c2ccc(F)cc2c1=O	11%	0%	-4%
20	C/C(Cl)=C\Cn1c(=O)c2c(nc3n2CCS3)n(C)c1=O	-18%	5%	6%
21	Cc1ccc2oc(=O)c3cc(C(=O)N4CCN(C)CC4)sc3c2c1	-14%	/	10%
22	O=C(Nc1ccc(F)cc1)c1ccc(Cn2cnnn2)cc1	-2%	3%	4%
23	O=[N+]([O-])c1ccc(NCCCNS(=O)(=O)c2ccccc2)c(Cl)c1	1%	5%	4%
24	COc1cc(C(=O)Nc2nccs2)c(Br)c(OC)c1OC	-6%	4%	-15%
25	COc1cc2[nH]c(C(=O)N3CCN(C)CC3)cc2c(OC)c1OC	-13%	/	-8%
26	CCc1ccccc1NC(=O)CN1C(=O)c2ccccc2S1(=O)=O	-13%	5%	3%
27	CC(C)(CO)CNC(=O)CCc1nnc(-c2ccc(-c3ccccc3)cc2)o1	-3%	/	-1%
28	O=C1NCCCC1C(=O)N/N=C/c1ccccc1 (stereo not drawn)	-7%	3%	1%
29	C=CCn1c(SCC(=O)N2CCOCC2)nc(O)c(Cc2ccccc2)c1=O	2%	0%	-6%
30	CCOC(=O)C1=C(C)NC(=O)NC1c1cccnc1 (stereo not drawn)	-4%	-3%	6%
31	CCOc1cc(C2C3=C(CCCC3=O)OC3=C2C(=O)CCC3)cc([N+](=O)[O-])c1O	6%	5%	-5%
32	O=C(Cn1cnc2c(oc3ccccc32)c1=O)NCc1ccco1	0%	-3%	-2%
33	CCOc1ccc(C(=O)Nc2ccccc2N2CCCC2)cc1	26%	6%	-4%
34	CN1C(C(=O)Nc2ccccn2)=C(O)c2ccccc2S1(=O)=O	7%	3%	10%
35	CCOc1ccc(/C=N/NC(=O)c2nnn(-c3nonc3N)c2CN2CCC(C)CC2)cc1	-2%	5%	-5%
36	Cc1cccc2c(=O)cc(C)n(CC(N)=O)c12	2%	/	-7%
37	O=C(CSCc1cc(=O)c2ccccc2[nH]1)Nc1cccc(C(F)(F)F)c1	/	0%	-7%
38	Cc1ccc(Cl)cc1NC1=NC(=S)N(C(C)C)C12CCCCC2	4%	5%	-6%
39	CC(N)COC(=O)C(CCCCN)NC(=O)Cc1c(-c2ccc3ccccc3c2)[nH]c2c1ccc1ccccc12 (stereo not drawn)	0%	17%	/
40	CNC(=O)c1cccn1-c1ccsc1C(=O)OC	1%	9%	-8%
41	CCn1c(CNC(=O)c2ccccc2Br)nnc1SCC(=O)Nc1nncs1	1%	-5%	3%
42	Cc1cc2c(cc1S(=O)(=O)N(C)Cc1ccccc1)n(C)c(=O)c(=O)n2C	1%	/	5%
43	CCCn1cc(SCC(N)=O)c2ccccc21	-16%	/	-4%
44	O=C(COC(=O)CNC(=O)c1ccc(-c2ccccc2)cc1)NCc1ccco1	0%	/	1%
45	O=C(c1ccc(Cl)c(S(=O)(=O)N2CCOCC2)c1)N(Cc1ccco1)Cc1cccs1	-8%	-5%	-11%
46	CC1(C(=O)CSc2nc3ccccc3[nH]2)CCC(=O)O1 (stereo not drawn)	2%	0%	-3%
47	COc1ccc(CN=Cc2c(C(=O)O)[nH]c3ccccc23)cc1	1%	5%	-22%
48	COC(=O)N/C(C)=C1/NC(=O)c2ccccc2C(c2ccccc2)N1 (stereo not drawn)	-4%	1%	-9%
49	CN(C)C(=O)c1nc2ccc(Cl)cn2c1CN1CCN(c2ncccn2)CC1	3%	1%	-4%
50	COc1ccc(NC(=O)CSc2nnc(C3CC3)n2C)cc1	1%	3%	-4%
51	CCCC/C=C/C(NC(=O)c1ccc(C(=O)OC)cc1)c1ccccc1 (stereo not drawn)	6%	6%	-15%
52	O=C(O)c1cccc(N2C(=O)CSC2c2c(F)cccc2Cl)c1 (stereo not drawn)	-1%	5%	-9%
53	CN(C)Cc1c(O)ccc2cc(-c3nc4ccccc4n3C)c(=O)oc12	?	3%	-4%
54	O=c1oc2cc(O)ccc2s1	0%&2%	-7%[56.1 µM]	?
55	CCOC(=O)c1c(NC(=O)c2cnn3c2NC(c2cccc(OC)c2)CC3C(F)(F)F)sc2c1CCCC2 (stereo not drawn)	4%	3%	11%
56	CCOc1cc(NC(=O)Nc2ccc(F)cc2)c(OCC)cc1NC(=O)CC	-1%	/	22%

The list goes on:
no.	structure	N370S GC mod	TDP1 inh	FEN1 inhibitor
57	C=CCc1ccccc1OCC(=O)OCCNC(=O)c1cccnc1	3%	4%	3%
58	CSCSC1=C(C#N)C(c2ccccc2Cl)C(C(C)=O)=C(C)N1 (stereo not drawn)	1%	6%	-8%
59	CCOc1ncccc1C(=O)NCc1ccccc1F	4%	8%	-8%
60	COc1ccccc1NC(C)=O	15%	0%	5%
61	CC(=O)Nc1ccc(C(=O)NC(CC(=O)O)c2ccc(Cl)cc2)cc1 (stereo not drawn)	10%	2%	-3%
62	O=C(CNC(=O)C12CC3CC(CC(C3)C1)C2)N1CCN(S(=O)(=O)/C=C/c2ccccc2)CC1	11%	5%	-11%
63	CCC(C)(C(=O)NC1CCCC1)N(C)C(=O)Cc1c[nH]c2ccccc12 (stereo not drawn)	-1%	5%	1%
64	N#C/C(C(=O)NCc1ccco1)=C1/SC(Cc2ccc(F)cc2)C(=O)N1c1ccccc1 (stereo not drawn)	1%	0%	-4%

Just N370S GC mod and FEN1 inhibitor, for 2 of the compounds above:
#	Compound	N370S GC mod	FEN1 inhibitor
62	O=C(CNC(=O)C12CC3CC(CC(C3)C1)C2)N1CCN(S(=O)(=O)/C=C/c2ccccc2)CC1	11%	-11%
63	CCC(C)(C(=O)NC1CCCC1)N(C)C(=O)Cc1c[nH]c2ccccc12 (stereo not drawn)	-1%	1%

Next results follow:
no.	structure	N370S GC mod	TDP1 inh	FEN1 inhibitor
65	CC1(C)Oc2nc3ccccc3n2/C1=C\C#N	16%	5%	-2%
66	COc1ccccc1NC(=O)N1CCOc2ccccc21	/	5%	5%
67	CCCn1c(C)cc(=O)c2cc(NC(=O)c3ccccn3)ccc21	-14%	4%	-10%
68	CN1CCN(C(=O)c2c(O)c3cccc4c3n(c2=O)CC4)CC1	-4%	4%	4%
69	Cc1ccc2c(CNC3CCCC3)c(C(=O)O)n(Cc3ccc(F)cc3)c2c1	/	8%	1%
70	COC(=O)[C@@H]1C[C@@H]2CC[C@@H](O)C[C@@H]2N1Cc1ccc(OC)cc1	-2%&4%	7%&-1%	-20%
71	O=C(Cn1nc(C(F)(F)F)c2c1CCC2)N1CCN(c2ccccc2)CC1	1%	4%	-1%
72	CC[C@@H]1CC=C[C@H]2[C@H]1C(=O)N(Cc1ccccc1)[C@H]2c1ccc(OC)c(Cl)c1	?	-2%	-18%
73	Cc1cc(C)cc(NC(=O)Cn2nnc(C(=O)NCCc3ccccc3)c2N)c1	-2%	-7%&-9%	-11%&-13%
74	CCOC(=O)C1(CCOc2ccccc2)CCN(Cc2nccn2CC)CC1	-10%	/	-12%
75	COc1cc(C(=O)NCc2nnc(SCC(=O)N3CCCCCC3)o2)cc(OC)c1OC	-13%	-2%	17%
76	COc1ccccc1CNC(=O)c1cnn(-c2ccc(F)cc2F)c1C1CCN(C(=O)OC(C)(C)C)CC1	/	6%	-14%
77	CCOC(=O)C1CCN(C(c2cccnc2)c2c(NC(=O)c3ccco3)sc(C)c2C)CC1 (stereo not drawn)	/	10%	-20%
78	c1ccc(-c2ncc3ccccn23)cc1	15%	9%	-2%
79	CCOc1ccccc1NC(=O)CSc1nc(=O)n(Cc2ccncc2)c2c1CCC2	4%	2%	-8%

From entry 45 as far as 60, as listed above:
no.	structure	N370S GC mod	TDP1 inh	FEN1 inhibitor
45	O=C(c1ccc(Cl)c(S(=O)(=O)N2CCOCC2)c1)N(Cc1ccco1)Cc1cccs1	-8%	-5%	-11%
46	CC1(C(=O)CSc2nc3ccccc3[nH]2)CCC(=O)O1 (stereo not drawn)	2%	0%	-3%
47	COc1ccc(CN=Cc2c(C(=O)O)[nH]c3ccccc23)cc1	1%	5%	-22%
48	COC(=O)N/C(C)=C1/NC(=O)c2ccccc2C(c2ccccc2)N1 (stereo not drawn)	-4%	1%	-9%
49	CN(C)C(=O)c1nc2ccc(Cl)cn2c1CN1CCN(c2ncccn2)CC1	3%	1%	-4%
50	COc1ccc(NC(=O)CSc2nnc(C3CC3)n2C)cc1	1%	3%	-4%
51	CCCC/C=C/C(NC(=O)c1ccc(C(=O)OC)cc1)c1ccccc1 (stereo not drawn)	6%	6%	-15%
52	O=C(O)c1cccc(N2C(=O)CSC2c2c(F)cccc2Cl)c1 (stereo not drawn)	-1%	5%	-9%
53	CN(C)Cc1c(O)ccc2cc(-c3nc4ccccc4n3C)c(=O)oc12	?	3%	-4%
54	O=c1oc2cc(O)ccc2s1	0%&2%	-7%[56.1 µM]	?
55	CCOC(=O)c1c(NC(=O)c2cnn3c2NC(c2cccc(OC)c2)CC3C(F)(F)F)sc2c1CCCC2 (stereo not drawn)	4%	3%	11%
56	CCOc1cc(NC(=O)Nc2ccc(F)cc2)c(OCC)cc1NC(=O)CC	-1%	/	22%
57	C=CCc1ccccc1OCC(=O)OCCNC(=O)c1cccnc1	3%	4%	3%
58	CSCSC1=C(C#N)C(c2ccccc2Cl)C(C(C)=O)=C(C)N1 (stereo not drawn)	1%	6%	-8%
59	CCOc1ncccc1C(=O)NCc1ccccc1F	4%	8%	-8%
60	COc1ccccc1NC(C)=O	15%	0%	5%
